Screening data as filed in PubChem.
GC-B act: GC-B (human) receptor activation; P20594; HEK293-GC-B cells, CNP EC30, cGMP TR-FRET; 0% at EC30 CNP, 100% saturating CNP; activation, % at 10 µM; actives 0.11% (n = 370,000); AID 1920062;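 active = activation at 10 µM reaching about 35% in either raw or pattern-adjusted values, limit read from the data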
SMARCA2 activ: increases SMARCA2 function in MMTV reporter cells; activation, % at 9.1 µM; actives 1% (n = 370,000); MG213 cells, MMTV-luciferase reporter, dexamethasone, overnight; AID 652017; in the data active = activation above about 7.8%;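 also: 0% = vehicle wells and 100% = reference activator wells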
HTRA1 inhibitor: HTRA1 (human) protease inhibition; actives 0.5% (n = 340,000); recombinant HTRA1, FP-rhodamine activity-based probe, fluorescence polarization; inhibition, % at 5.96 µM; Q92743; AID 504803; in the data active = inhibition above about 36%;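 also: 0% = enzyme with DMSO and 100% = wells lacking enzyme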
Rev-erbA mod: modulates human Rev-erb alpha binding to DNA; actives 0.79% (n = 370,000); activity, % at 10 µM; Rev-erbα–FITC-DNA binding, fluorescence polarization, 90 min;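 active = activity above about 14%, limit read from the data; passing the limit was not always enough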;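 also: 0% = DMSO wells with 35 nM protein and 100% = DMSO wells with 750 nM protein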
Target sequence (P20393 whole entry, looked up): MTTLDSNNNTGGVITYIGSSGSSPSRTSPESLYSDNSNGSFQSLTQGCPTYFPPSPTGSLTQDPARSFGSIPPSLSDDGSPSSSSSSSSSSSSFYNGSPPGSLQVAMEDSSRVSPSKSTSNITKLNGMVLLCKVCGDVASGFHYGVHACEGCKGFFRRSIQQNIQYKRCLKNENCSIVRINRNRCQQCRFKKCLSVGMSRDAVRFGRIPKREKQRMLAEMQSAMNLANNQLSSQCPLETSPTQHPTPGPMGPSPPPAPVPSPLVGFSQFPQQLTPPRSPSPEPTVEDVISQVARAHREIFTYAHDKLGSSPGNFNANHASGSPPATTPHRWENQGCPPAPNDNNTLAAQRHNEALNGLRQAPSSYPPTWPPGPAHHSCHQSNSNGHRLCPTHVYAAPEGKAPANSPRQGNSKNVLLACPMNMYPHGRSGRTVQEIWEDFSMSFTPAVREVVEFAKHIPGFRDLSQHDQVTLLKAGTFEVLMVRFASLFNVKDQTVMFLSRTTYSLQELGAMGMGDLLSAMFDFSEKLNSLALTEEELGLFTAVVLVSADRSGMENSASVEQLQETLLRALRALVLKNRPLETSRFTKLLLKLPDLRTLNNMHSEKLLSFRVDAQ
ABHD4 inh: ABHD4 (mouse) inhibition, primary FP screen. inhibition, % at 8.92 µM. Q8VD66. AID 720543. purified mABHD4, FP-Rh probe fluorescence polarization. actives 0.54% (n = 370,000);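 active = inhibition exceeding the mean over every tested compound plus 3 SD, cut at about 30% in these data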;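 also: 0% = plate median of compound wells and 100% = S159A mutant with DMSO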
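Doses – 8.92 µM, single dose · Material – wild-type mouse ABHD4 protein · Replication – single well per compound (singlicate) · Measure – percent inhibition of probe binding, normalized to plate controls · Schedule – 45 min compound pre-incubation plus 60 min probe step, 25 °C · Detection – fluorescence polarization with parallel and perpendicular emission, 525/598 nm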
PG9 binder: small molecules binding HIV-1 gp120 antibody PG9 | TR-FRET gp120-PG9 antibody binding | inhibition, % at 6.7 µM | actives 0.43% (n = 360,000); in the data active = inhibition above about 8.5%
ASAP1 inh: inhibitors of human ASAP1 ArfGAP activity; ASAP1-stimulated ARF1 GTP hydrolysis, GDP FP detection; inhibition, % at 16.5 µM; actives 0.19% (n = 360,000); in the data active = inhibition above about 25%;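 also: 0% = vehicle with enzyme and substrate and 100% = no enzyme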
Target sequence (Q9ULH1 325-724 limits assumed): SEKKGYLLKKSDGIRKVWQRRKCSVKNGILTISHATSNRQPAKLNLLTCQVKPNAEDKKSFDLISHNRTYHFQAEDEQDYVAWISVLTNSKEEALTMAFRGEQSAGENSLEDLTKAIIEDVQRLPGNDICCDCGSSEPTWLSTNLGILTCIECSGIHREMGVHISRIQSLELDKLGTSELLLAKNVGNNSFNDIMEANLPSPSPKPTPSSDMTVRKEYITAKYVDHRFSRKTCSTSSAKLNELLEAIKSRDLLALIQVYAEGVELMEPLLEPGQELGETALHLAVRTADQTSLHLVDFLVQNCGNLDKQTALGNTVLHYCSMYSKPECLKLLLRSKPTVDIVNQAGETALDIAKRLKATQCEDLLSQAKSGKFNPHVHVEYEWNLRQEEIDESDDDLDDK
GC-A act: GC-A (human) enzyme activation; P16066; HEK293 GC-A cells, cGMP TR-FRET, EC30 ANP; 0% at EC30 ANP, 100% saturating ANP; activation, % at 10 µM; actives 0.14% (n = 370,000); in the data active = activation above about 40%
rCAG binder: binds r(CAG) RNA repeats | r(CAG) RNA repeat, TO-PRO-1 dye displacement fluorescence | inhibition, % at 3 µM | actives 1.3% (n = 370,000) | AID 651821;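 active = inhibition above the plate cutoff, the mean of all test compounds on that plate plus 3 SD, cut at about 35% in these data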;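 also: 0% = DMSO alone and 100% = 100 µM mitoxantrone as full dye displacement; higher means more dye released from RNA so lower well fluorescence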
ARFGAP1 inh: rat ARFGAP1 inhibition; Arfgap1-stimulated ARF1 GTP hydrolysis, GDP FP detection; inhibition, % at 16.5 µM; AID 651572; Q62848; actives 0.26% (n = 360,000);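 active = inhibition above a per-plate limit, mean inhibition of low control wells plus 3 SD, cut at about 25% in these data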;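 also: 0% = DMSO wells with enzyme and 100% = wells lacking Arfgap1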
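Material – truncated rat Arfgap1 GAP domain · Buffer or medium – HEPES-based buffer, pH 7.5 · Reagent – human ARF1(Δ1-17)-GTP substrate · Dosing – 16.5 µM single point, 1.26% DMSO · Schedule – GTP hydrolysis reaction 2 h at 25 °C · Technique – GDP detection by fluorescence polarization · Benchmarks – No-Arfgap1 wells (100%) versus DMSO full-reaction wells (0%) · Repeats – single replicate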
Numbers without * were called inactive; . = no result given; & = joins results of further samples.

SMILES	GC-B act	SMARCA2 activ	HTRA1 inhibitor	Rev-erbA mod	ABHD4 inh	PG9 binder	ASAP1 inh	GC-A act	rCAG binder	ARFGAP1 inh
N#CC1(c2ccccc2)CCCN1C(=O)c1ccc(Br)o1 (stereo unspecified)	-6	-1	-10	0	-5	-2.2	-11	-12	-1	-5
CCCC(=O)Nc1c(-c2ccccc2)[nH][nH]c1=O	3	2	.	4	3	-1.4	3	1	4	1
O=C(Nc1nc2ccccc2[nH]1)C1CC1	7	0	3	-2	7	-2.4	5	-2	-1	0
COc1ccc(/C=C/C(=O)Nc2ccc(-n3nncc3-c3ccccc3)cc2)cc1OC	11	-3	-67	-2	-72	-1.8	4	4	13	9
Cc1ccc(NC(=O)CSc2nc3ccc(Nc4nc(N5CCOCC5)nc(N5CCOCC5)n4)cc3s2)cc1	0	-1	-9	0	3	0.3	14	0	2	-4
COc1ccc(C(=O)C(C)OC(=O)c2sc(C)nc2C)cc1 (stereo unspecified)	3	-2	-5	3	-1	-2.9	0	0	0	-10
O=C(Nc1nnc(CCc2ccccc2)s1)C1CCCO1 (stereo unspecified)	-2	8.5*	5	-3	0	-1.9	-1	-3	1	-7
Cc1ccc(S(=O)(=O)CC(=O)c2cc(C)c(O)c(C)c2)cc1	-1	-1	4	5	3	-2.0	14	0	-1	-3
O=C(Cc1ccc2ccccc2c1)NC(Cc1ccccc1)C(=O)O (stereo unspecified)	7	-1	2	1	-2	4.6	-11	1	5	-2
COCCNC(=O)C(c1ccc(OC)cc1)N(Cc1ccco1)C(=O)CCC(=O)Nc1ccccn1 (stereo unspecified)	3	0	-1	-2	0	-0.2	-7	-3	-6	-1
Cc1noc(C)c1CSCC(=O)Nc1ccc(OC(F)F)c(Cl)c1	-4	1	-10	0	-3	0.6	10	2	-1	-7
COc1ccccc1CC(=O)Nc1sc2c(c1C(N)=O)CCCC2	2	0	-22	3	0	1.3	-2	0	6	-2
CN(CC(=O)Nc1ccccc1Cl)C(=O)c1ccc(N2CCCCCC2)c([N+](=O)[O-])c1	1	-2	-10	4	8	-1.9	-19	-1	1	4
CC(C)(C)C(=O)NC(=S)Nc1ccccc1C(=O)NC1CCCCC1	0	-2	4	-6	-1	0.4	-7	0	-4	4
COC(=O)c1cn(CCOc2ccccc2OC)c2ccccc12	-13	-2	-9	7	-11	-2.3	1	-8	-4	4
CCSc1nnc(NC(=O)C2Cc3ccccc3CN2S(=O)(=O)CC)s1 (stereo unspecified)	6	-2	-2	-1	-1	-2.3	0	-5	10	7
CNC(=O)NC(=O)COc1c(F)c(F)cc(F)c1F	4	-2	-5	-2	2	-0.2	0	0	-2	-23
CC(C)c1ccc(N2C=Nc3ccc(C(C)C)cc3C2)cc1	0	-1	-26	-3	13	0.0	8	-16	-8	-4
COc1ccccc1C(=O)NC(=O)Nc1c(C)cc(C)cc1C	11	-3	-7	-4	-3	1.7	-1	2	-4	5
COc1ccccc1NC(=O)COc1ccc(/C=N/NC(=O)CSCc2ccc(Cl)cc2)cc1	-3	-1	0	-3	-7	-0.5	13	1	5	2
O=C(NCC1CC1)c1ccc2c3n(nc2c1)-c1ccccc1CO3	-1	7	-4	2	-5	-1.3	-7	-1	-1	-6
Cc1cc(/C=C2/SC(=O)N(CC(=O)N3CCCC3)C2=O)ccc1N1CCOCC1	-2	-2	6	14	2	-3.0	-4	-4	-4	-11
CCOc1ccc(S(=O)(=O)Nc2cccc(C(=O)N3CC(C)OC(C)C3)c2)cc1 (stereo unspecified)	0	-2	4	-7	8	-2.4	-11	-2	-2	-3
CCOC(=O)/C(=N\Nc1cccc(C(F)(F)F)c1)N1CCOCC1	1	-3	-4	2	0	0.4	4	2	-9	14
COc1ccc(C(CNC(=O)CNC(=O)c2ccc(F)cc2)N2CCCC2)cc1 (stereo unspecified)	-9	-2	3	3	2	1.2	0	0	3	7
COc1ccc(Cl)cc1CSc1n[nH]c(C)n1	-3	2	-5	3	2	4.1	0	-3	-4	0
OCCSc1nc(-c2ccccc2)nc2ccc(F)cc12	0	-2	-25	-4	-20	-0.3	8	5	4	-16
CC1(Cc2cc(Cl)ccc2C(F)(F)F)C(=O)Nc2ccc(S(=O)(=O)NC3CCCCC3)cc21 (stereo unspecified)	-8	-5	.	0	-21	-1.1	-13	-6	1	0
CCN1CCN(CC(=O)Nc2ccc(C)cc2C)C(=O)C1=O	-3	-2	0	3	0	-1.0	-9	1	0	12
COC(=O)[C@H](Cc1ccccc1)NC(=O)/C=C/[C@H]1O[C@@H](n2ccc(=O)[nH]c2=O)[C@H](O)[C@@H]1O	13	-2	.	0	1	1.0	3	3	5	-6
COc1ccccc1NS(=O)(=O)c1cc2c3c(c1)CCN3C(=O)CC2	0	1	-3	6	-7	2.9	-7	2	2	-7
O=C(COC(=O)c1ccccc1NC(=O)c1ccco1)Nc1ccc2c(c1)OCO2	1	-3	-18	-1	-6	11*	15	0	15	4
CC(=O)N(C)c1ccc(NS(=O)(=O)c2cccc3nsnc23)cc1	4	1	2	4	1	-2.5	-4	5	0	-4
O=[N+]([O-])/C(C(=C(Cl)Cl)N1CCOCC1)=C1\NCCO1	7	-1	3	0	0	-0.2	1	0	-2	4
O=S(=O)(Cc1ccc(Cl)cc1)CC(O)COCc1ccccc1 (stereo unspecified)	-2	0	2	-2	-2	-1.1	5	1	-6	-16
CCOc1ccc(OCC(=O)OCC(=O)N2CCN(C(=O)c3ccco3)CC2)cc1	-7	-3	4	2	-2	0.0	1	4	3	-7
Oc1ccc(-n2nnnc2SCc2c(F)cccc2Cl)cc1	3	-4	-16	2	-17	0.0	6	6	2	-2
CCn1c2ccccc2c2cc(NC(=O)CSc3nnc(C4CC4)n3Cc3ccco3)ccc21	4	-3	0	-5	13	-0.1	20	-7	12	1
N#CCCn1cc(/C=N/O)c(-c2cccc([N+](=O)[O-])c2)n1	-2	1	1	7	6	-1.2	-1	3	-1	7
CN(C)NC(=S)NC1CC2CCC1C2 (stereo unspecified)	9	0	-9	-1	-3	-4.7	-11	-3	-1	-4
CC(C)(C)OC(=O)N1CCC2(CC1)C(C#N)=C(N)OC1=C2C(=O)CCC1	-2	0	19	1	2	0.9	3	3	-5	5
NC(=O)C1(N2CCCCC2)CCN(C(=O)c2ccc(-n3cnnn3)cc2)CC1	-1	-3	-3	6	-2	1.1	6	0	-3	1
CCc1cn(C2CC(O)C(CO)O2)c(=O)[nH]c1=O (stereo unspecified)	-6	1	2	2	-4	-1.7	3	0	0	1
COc1ccccc1NC(=O)C1=C(C)NC(=O)NC1c1cccc(OC)c1OC (stereo unspecified)	-3	0	-1	1	-4	1.5	8	6	-1	9
Cc1ccc(OCC(=O)NCCCNC(=O)c2cccnc2)cc1C	-5	3	5	-2	-13	0.8	3	6	4	8
O=C(NCc1ccccc1Cl)C(=O)NCC1CCCN1S(=O)(=O)c1cccs1 (stereo unspecified)	2	-1	-8	4	0	1.9	4	4	4	-16
CN(C)CCC=C1c2ccccc2CCc2ccccc21	-19	-1	1	8&-3	5	-0.9	2	-30	3	-2
CC(C)(C)OC(=O)C[C@H]1C/C=C\C[C@@H](CC(=O)N[C@@H](CO)Cc2ccccc2)C(=O)NC[C@@H](c2ccccc2)OC1=O	4	2	1	-2	0	-0.6	3	2	-8	1
COc1ccc(NC2SC(=O)N(CC(=O)O)C2=O)cc1 (stereo unspecified)	0	-1	6	2	6	-0.4	-9	4	4	11
CS(=O)(=O)c1ccc(-n2c(=O)n(Cc3ccccc3)c(=O)c3[nH]cnc32)cc1	-2	-2	4	-3	3	1.4	-5	2	2	-19
NC(=O)c1ccccc1OCCOc1ccc(Br)cc1	-3	-2	0	6	3	0.1	-1	2	-1	5
CCOc1ccc2nc(N/C(N)=N/C(=S)Nc3cccc(OC)c3)nc(C)c2c1	9	1	2	32*	-9	-0.2	7	1	13	-6
Cc1cc(C)nc(N2CCCC(C(=O)NCc3ccccc3F)C2)n1 (stereo unspecified)	-1	-3	5	8	-1	-0.3	5	2	-3	14
CC(NC(=O)c1cccnc1)C(=O)O (stereo unspecified)	7	-1	2	-1	-5	-1.1	-8	1	1	-9
CCCn1c(=O)c(C(=O)Nc2ncccc2O)c(O)c2ccccc21	4	-2	6	0	3	1.1	-3	0	3	7
COc1ccccc1NC(=O)C1CCCN(S(=O)(=O)c2cnc[nH]2)C1 (stereo unspecified)	-6	-1	1	-10	-1	-0.6	-7	0	0	2
Cc1ccc(NC(=O)CNCc2ccccc2Cl)cc1S(=O)(=O)N(C)C	2	1	-1	-9	9	1.3	5	7	1	8
Cc1ccc(C2NC(C(=O)O)CS2)cc1 (stereo unspecified)	-2	-1	.	1	-7	-0.6	6	-1	1	13
CCC(C)Sc1cccc(-c2nc3ccc(C)cn3c2NC2CCCCC2)c1 (stereo unspecified)	12&6	0&0	-25	18&0	15&11	-1.1&0.2	3&6	15&9	-2&3	4&8
Cc1ccc(C(=O)COC(=O)CCc2nc3ccccc3[nH]c2=O)cc1C	0	-2	-1	3	1	-3.8	10	4	0	10

Arranged by formula weight (descending): some entries from above
SMILES	GC-B act	SMARCA2 activ	HTRA1 inhibitor	Rev-erbA mod	ABHD4 inh	PG9 binder	ASAP1 inh	GC-A act	rCAG binder	ARFGAP1 inh
NC(=O)c1ccccc1OCCOc1ccc(Br)cc1	-3	-2	0	6	3	0.1	-1	2	-1	5
COc1ccc(C(=O)C(C)OC(=O)c2sc(C)nc2C)cc1 (stereo unspecified)	3	-2	-5	3	-1	-2.9	0	0	0	-10
Cc1ccc(C2NC(C(=O)O)CS2)cc1 (stereo unspecified)	-2	-1	.	1	-7	-0.6	6	-1	1	13

Following part:
SMILES	GC-B act	SMARCA2 activ	HTRA1 inhibitor	Rev-erbA mod	ABHD4 inh	PG9 binder	ASAP1 inh	GC-A act	rCAG binder	ARFGAP1 inh
O=C(CCC(=O)N1CCCCC1)Nc1ccc(Cl)c(Cl)c1	-2	0	3	6	2	-1.7	7	3	-6	-1
O=C(Nc1ccc(Cl)cc1)/C(=C/c1cccc(O)c1)c1nc2ccccc2s1	-1	-10	-80	2	-3	-1.4	15	-13	15	21
O=C(O)CCN1CCOCC1	-1	0	0	-3	4	0.5	-13	3	-1	8
Cc1noc(C)c1COc1ccccc1C(=O)N(C)Cc1ccc(F)cc1	-2	0	-3	0	5	-2.8	4	-3	-9	-1
CC(C)N=C1NN=C(c2ccc(F)cc2)CS1	5	2	5	-5	2	0.6	10	4	-2	-4

Single records (already shown). Screens in order: GC-B act | SMARCA2 activ | HTRA1 inhibitor | Rev-erbA mod | ABHD4 inh | PG9 binder | ASAP1 inh | GC-A act | rCAG binder | ARFGAP1 inh
CC(C)(C)OC(=O)N1CCC2(CC1)C(C#N)=C(N)OC1=C2C(=O)CCC1 is listed with -2 | 0 | 19 | 1 | 2 | 0.9 | 3 | 3 | -5 | 5
O=C(NCc1ccccc1Cl)C(=O)NCC1CCCN1S(=O)(=O)c1cccs1 (stereo unspecified) is listed with 2 | -1 | -8 | 4 | 0 | 1.9 | 4 | 4 | 4 | -16
